# Bioassay records as filed in PubChem BioAssay.
# TRPC6 inh – inhibitors of mouse TRPC6 channel; Q61143; HEK293-TRPC6, membrane potential dye, ACh-evoked depolarization; hits give low values; B-score at 10 µM; 310,000 compounds, 1.1% hits; AID 2553;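 active = B-score under library mean minus 3 SD, initial fluorescence not abnormally high, positive integrated signal ratio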;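 note: B-score derived from integrated fluorescence ratio over the kinetic read; more negative B-score means stronger inhibition of depolarization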
# Target sequence (Q61143 whole entry, looked up): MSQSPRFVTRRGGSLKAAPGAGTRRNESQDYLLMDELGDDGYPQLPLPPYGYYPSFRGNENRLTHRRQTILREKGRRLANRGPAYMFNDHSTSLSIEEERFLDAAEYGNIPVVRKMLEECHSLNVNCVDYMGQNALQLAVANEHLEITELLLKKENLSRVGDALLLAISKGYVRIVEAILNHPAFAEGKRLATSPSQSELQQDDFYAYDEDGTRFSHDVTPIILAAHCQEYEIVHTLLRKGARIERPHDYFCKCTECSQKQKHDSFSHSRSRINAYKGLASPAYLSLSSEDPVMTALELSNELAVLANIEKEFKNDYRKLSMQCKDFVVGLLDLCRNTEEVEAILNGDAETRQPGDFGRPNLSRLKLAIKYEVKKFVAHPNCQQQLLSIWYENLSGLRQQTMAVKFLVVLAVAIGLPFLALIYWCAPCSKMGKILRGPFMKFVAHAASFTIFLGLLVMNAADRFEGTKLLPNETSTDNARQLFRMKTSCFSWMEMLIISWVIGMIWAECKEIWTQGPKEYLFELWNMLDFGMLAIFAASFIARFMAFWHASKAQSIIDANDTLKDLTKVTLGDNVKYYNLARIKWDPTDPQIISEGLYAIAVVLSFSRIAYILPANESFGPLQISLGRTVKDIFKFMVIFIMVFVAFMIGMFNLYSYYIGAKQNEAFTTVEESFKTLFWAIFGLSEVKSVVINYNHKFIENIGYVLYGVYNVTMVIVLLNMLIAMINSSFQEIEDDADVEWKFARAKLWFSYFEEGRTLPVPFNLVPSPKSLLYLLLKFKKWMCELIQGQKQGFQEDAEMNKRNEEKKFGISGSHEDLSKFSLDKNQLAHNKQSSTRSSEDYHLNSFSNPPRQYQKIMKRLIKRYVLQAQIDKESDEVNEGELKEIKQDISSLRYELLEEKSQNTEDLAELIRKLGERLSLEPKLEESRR
# SKKanGAS inh – blocks kanamycin growth of S. pyogenes SKKanGAS strain | 300,000 compounds, 1.3% hits | inhibition, % at 7.5 µM | AID 1662 | BacTiter-Glo, 6 h;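 active = mean replicate score, as percent of positive control median, at least 50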;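 note: strain carries kanamycin resistance gene driven by streptokinase promoter and grows in 40 µg/ml kanamycin; loss of luminescence reflects streptokinase promoter inhibition or plain growth inhibition; 0% = median of DMSO wells and 100% = positive control at its reference dose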
# HIF act – HIF pathway transcriptional activation; U2OS HRE-luciferase reporter, luminescence; normalized: DMSO 0%, desferrioxamine 100%; activation, % at 7.5 µM (by protocol); 300,000 compounds, 0.32% hits;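 active = mean activation of at least 10% of the iron chelator positive control signal, with at least half of replicates also reaching 10%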
# RGS4 inh – human RGS4 inhibition; 310,000 compounds, 0.45% hits; HEK293 M3R/RGS4 inducible, Fluo-4 calcium flux; hits give high values; triggered by carbachol at its EC20; B-score at 10 µM; P49798; AID 463165;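 active = B-score, a plate-corrected calcium signal, over three deviations above library mean, with baseline fluorescence within five deviations of library mean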;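 note: RGS4 expression induced by doxycycline in cells with stable M3 receptor; B-score is computed from the integrated fluorescence ratio over baseline after carbachol; higher B-score means a larger calcium signal and so more RGS4 inhibition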
# MrgX1 ag – activates human MrgX1 receptor signaling. Q96LB2. AID 588627. B-score at 10 µM. 310,000 compounds, 0.44% hits. MrgX1-HEK293 cells, Fluo-4 calcium fluorescence, agonist mode; hits give high values;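 active = calcium response B-score plate-corrected fluorescence ratio at least 3 library SD, with starting fluorescence B-score inside 5 SD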
#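 Test system: HEK293 cells stably expressing human MrgX1 receptor; amount: 15,000 cells per well; doses: compound delivered in addition one of three; times: overnight plating before 1 h dye loading; detection: Fluo-4 NW calcium-flux fluorescence, kinetic read; read-out basis: B-scored fluorescence response ratio; controls: positive and negative controls per plate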
# MrgX1 PAM – allosterically activates human MrgX1 receptor signaling; MrgX1-HEK293, Fluo-4 calcium flux, FDSS; hits give high values; B-score at 10 µM; 310,000 compounds, 0.63% hits; AID 588675;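 active = plate-corrected calcium response at least 3 library SD above typical, normal starting fluorescence, not activating the receptor alone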;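 note: compound read alongside a low EC10 to EC30 dose of BAM8-22 agonist; peak minus trough fluorescence over baseline measured at the second addition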
# RGS4 act – potentiators or activators of RGS4 | B-score at 10 µM | AID 463111 | 310,000 compounds, 0.92% hits | HEK293 M3R/inducible RGS4, carbachol calcium flux Fluo4; hits give low values;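 active = B-score of the integrated calcium signal more than 4 SD below the library mean, with starting fluorescence not abnormally high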;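 note: negative B-score means reduced calcium response which marks RGS4 activation or potentiation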
#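 Detection: kinetic calcium fluorescence imaging with Fluo4-AM dye, 2 µM / Material: HEK293 cells with stable M3R and inducible RGS4 / Schedule: recording 10 s baseline at 1 Hz, 100 s post-agonist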
# TRPC4 inh – blocks the mouse TRPC4 cation channel; HEK293 TRPC4beta/mu-opioid, DAMGO-evoked Fluo4 calcium flux; hits give low values; B-score at 10 µM; 300,000 compounds, 0.39% hits;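 active = B-score over 3 SD under the library average, no early fluorescence shift, positive overall ratio signal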
#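 Assay system: HEK293 cells with stable TRPC4beta plus mu-opioid receptor expression. Dosing: single dose. Measured by: Fluo4 Ca2+ flux fluorescence. Also added: DAMGO in two steps, submaximal then maximal. Read-out: B score from integrated Fluo4 fluorescence ratio.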
# MrgX1 antag – blocks BAM8-22 activation of human MrgX1 receptor. B-score at 10 µM. 310,000 compounds, 1.3% hits. Q96LB2. MRGX1-HEK293 calcium flux, Fluo-4, BAM8-22 antagonism; hits give low values;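 active = calcium-response B-score plate-corrected more than 3 library SD below zero, starting fluorescence within 5 deviations, no agonist response on first addition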;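 note: peak minus trough fluorescence over baseline after final BAM8-22 challenge near maximal dose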
# TRPC6 activator – activates the mouse TRPC6 cation channel | 310,000 compounds, 0.13% hits | B-score at 10 µM | HEK293-TRPC6 membrane potential dye fluorescence; hits give high values | Q61143 | AID 2550;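 active = B-score of the integrated fluorescence ratio above library mean plus 3 SD, and starting fluorescence ratio within library mean plus 5 SD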;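 note: higher score means more depolarization so channel activation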
# Platelet DG rel – platelet dense granule release activity; human platelet-rich plasma, SFLLRN dense granule ATP release, luminescence; 300,000 compounds, 0.22% hits; inhibition, %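 (compounds screened at 7.5 µM in platelet-rich plasma)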; AID 1663;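 active = mean replicate score, as percent of positive control, at or above 50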
# * = called active by the depositor; i = inactive; · = not tested or not shown. Rows are unselected; about 6.1% have a hit in one of these screens.
SMILES,TRPC6 inh,SKKanGAS inh,HIF act,RGS4 inh,MrgX1 ag,MrgX1 PAM,RGS4 act,TRPC4 inh,MrgX1 antag,TRPC6 activator,Platelet DG rel
Cc1c(C#N)c(O)n(CCO)c(=O)c1N=Nc1ccc2c(c1)COC2=O,i,2.6,1.0,5.24*,i,i,i,i,i,i,7.0
Cc1ccc(S(=O)(=O)N2CCOCC2)cc1NC(=O)CSc1nccn1C,i,1.1,-1.2,i,i,i,i,i,i,i,5.0
C[C@@H](C(=O)CC(=O)OC(C)(C)C)[C@@H](O)c1ccccc1,i,-1.3,-0.2,i,i,i,i,i,i,i,-2.4
O=C(O)CNS(=O)(=O)/C=C/c1ccccc1,i,-3.7,-0.1,i,i,i,i,i,i,i,1.0
CC(C)n1c(Nc2ccccc2)nc2ccccc21,i,-0.1,-2.4,i,i,i,i,i,i,i,5.7
COc1c(C)cc(Br)cc1C(=O)Nc1ccc(Cc2ccncc2)cc1,i,11.5,-0.5,i,i,i,i,i,i,i,-2.4
COc1ccccc1NS(=O)(=O)c1ccc2c(c1)OCCO2,i,-0.7,0.1,i,·,·,i,i,·,i,2.8
CCNc1ncnc2c1cnn2C,i,-4.8,-0.7,i,i,i,i,i,i,i,20.6
CCOc1cccc2sc(N(CCN(C)C)C(=O)c3ccc4ccccc4c3)nc12,i,-6.1,-0.3,i,i,i,i,i,i,i,-9.9
O=C(NCc1ccco1)c1cc(S(=O)(=O)N2CCCC2)ccc1Cl,i,-0.2,-0.2,i,i,i,i,i,i,i,-5.9
O=C1CC(/C=C/c2ccco2)=Nc2ccccc2N1,i,11.6,-1.2,i,i,i,i,i,i,i,-1.3
COc1cccc(CN(CC(=O)NCc2ccco2)C(=O)CNS(=O)(=O)c2ccccc2)c1,i,1.9,-0.8,i,i,i,i,i,i,i,6.9
CC12CCC(C(=O)NCc3ccc(F)cc3)(OC1=O)C2(C)C (stereo not drawn),i,-4.3,0.1,i,i,i,i,i,i,i,-1.8
Cc1cccc(NC(=O)CSc2nnc(-c3ccncc3)n2CC2CCCO2)c1 (stereo not drawn),i,-8.6,-0.3,i,i,i,i,i,i,i,-4.8
COc1ccc(NC(=O)c2cc3ccccc3o2)cc1,i,-5.2,1.5,i,i,i,i,i,i,i,0.7
Cc1ccccc1NC(=O)/C(=C\c1cccs1)NC(=O)c1ccccc1,i,-0.6,-0.3,i,i,i,i,i,i,i,-2.0
Cc1ccccc1N(CC(=O)N/N=C/c1ccc(F)cc1)C(=O)c1ccccc1,i,18.2,-0.3,i,i,i,i,i,i,i,1.7
O=C(NC(Cc1ccccc1)C(=O)O)/C(=C\c1cccc([N+](=O)[O-])c1)NC(=O)c1ccco1 (stereo not drawn),i,-0.8,0.6,i,i,i,i,i,i,i,-2.4
Cc1ccccc1-c1ccc(C(=O)Nc2cccc(F)c2)o1,i,9.4,2.6,i,i,i,i,i,i,i,-2.3
Cc1ccc2nc(SCc3cccc([N+](=O)[O-])c3)nc(C)c2c1,i,-6.1,0.4,i,i,i,i,i,i,i,3.3
COc1c(C)cc(NC(=O)c2ccc3c(c2)NC(=O)CO3)cc1C,i,-5.2,-0.5,i,i,i,i,i,i,i,10.3
CC(NC(=O)c1ccc(CS(C)(=O)=O)cc1)c1cccc2ccccc12 (stereo not drawn),i,4.4,0.3,i,i,i,i,i,i,i,1.3
C=C(C)C(=O)Nc1cccnc1Oc1ccc(F)cc1F,i,3.3,0.6,i,i,i,i,i,i,i,2.8
O=C(O)CCCCCNC(=O)Cn1nnc2ccccc2c1=O,i,-3.2,0.0,i,i,i,i,i,i,i,-4.1
O=C(/C=C/c1ccc(OCCCF)cc1)N1CCN(Cc2ccccc2)CC1,i,3.3,1.1,i,i,i,i,i,i,i,12.3
O=C(CSCc1cccc(Cl)c1)N/N=C/c1ccc(OCC(=O)N2CCCCC2)cc1,i,-12.3,0.4,i,i,i,i,i,i,i,-5.1
O=C1[C@@H]2C(c3cccnc3)=NO[C@@H]2C(=O)N1c1ccc(Cl)cc1Cl,i,4.7,0.0,i,i,i,i,i,i,i,3.2
COc1cc(OC)cc(C(=O)NCCS(=O)(=O)N2CCN(Cc3ccccc3)CC2)c1,i,-4.1,0.4,i,i,i,i,i,i,i,-0.7
O=C(Nc1ccc(Nc2ccncc2)cc1)c1ccc([N+](=O)[O-])cc1,i,3.1,-3.4,i,i,i,i,i,i,i,0.0
Cc1c(NC(=O)C(C)Sc2ccccc2)c(=O)n(-c2ccccc2)n1C (stereo not drawn),i,-1.2,-0.1,i,i,i,i,i,i,i,4.7
COc1ccc(OC)c(C2/C(=C(\O)c3ccc(OC)c(Cl)c3)C(=O)C(=O)N2CCN(C)C)c1 (stereo not drawn),i,-1.0,0.8,i,i,i,i,i,i,i,4.0
COc1ccc(-n2nc(C(=O)NCC(=O)NCC3COc4ccccc4O3)c3ccccc3c2=O)cc1OC (stereo not drawn),i,0.9,-0.3,i,i,i,i,i,i,i,7.2
CCCCc1ccc(N/C(N)=N/c2nc(C)cc(C)n2)cc1,i,3.0,0.1,i,87.2*,i,-9.64*,i,i,i,-4.8
C=CCc1c(C)nc(-c2ccccc2)nc1N/N=C/c1ccncc1,i,-1.7,2.6,i,i,i,i,i,i,i,6.9
COCCCn1cn[nH]c1=S,i,-3.2,-0.5,i,i,i,i,i,i,i,-4.9
Nc1ccc(OCC(O)C[n+]2ccc(CCS(=O)(=O)[O-])cc2)cc1 (stereo not drawn),i,-1.7,-0.8,i,i,i,i,i,i,i,2.0
CC(C)C(=O)Nc1cccc(-c2nc3ncccc3o2)c1,i,-5.7,1.3,i,i,i,i,i,i,i,23.9
COc1ccc(CCNC(=O)CSc2nc3cc(Cl)ccc3o2)cc1OC,i,2.6,-0.2,i,i,i,i,i,i,i,0.1
COc1ccc(N2CCN(C(=O)C(=O)c3cn(CC(=O)N4CCCCCC4)c4ccccc34)CC2)cc1,i,8.1,0.3,i,i,i,i,i,i,i,-3.9
O=C(NCC1CCCO1)C(=O)N/N=C/c1ccc(O)c(Cl)c1 (stereo not drawn),i,-0.7,-0.1,i,i,i,i,i,i,i,-0.2
COC(=O)c1ccc(NS(=O)(=O)c2ccc3[nH]c(=O)oc3c2)cc1,i,1.0,-0.7,i,i,i,i,i,i,i,4.2
Cc1cccc(NC(=O)C2C3C=CC(O3)C2C(=O)O)c1C (stereo not drawn),i,-1.0,-1.1,i,i,i,i,i,i,i,4.5
CCOc1ccccc1N(CC(=O)NCCc1ccccc1)C(=O)CCC(=O)Nc1ccccn1,i,-5.6,0.0,i,i,i,i,i,i,i,-1.6
CCCc1cc(=O)oc2cc(C)cc(OC(C)C(=O)NCc3ccccn3)c12 (stereo not drawn),i,-2.3,-0.5,i,i,i,i,i,i,i,-10.5
CCc1c(C)sc(NC(=O)c2cc(C3CC3)on2)c1C#N,i,21.0,0.4,i,i,i,i,i,i,i,-3.5
CN1CCCCCC1=Nc1ccc([N+](=O)[O-])cc1,i,0.1,-0.5,i,i,i,i,i,i,i,0.8
O=C(NCc1cccnc1)c1cccc(C(F)(F)F)c1,i,-1.9,-0.5,i,i,i,i,i,i,i,2.5
CCN(CC)S(=O)(=O)c1ccc(N2CCOCC2)c(NC(=O)c2c3c(nc4ccccc24)CCC3)c1,i,4.6,1.8,i,i,i,i,i,i,i,0.2
CCCCNc1cc(C(=O)O)cc(S(N)(=O)=O)c1Oc1ccccc1,i,1.9,0.4,i,i,i,i,i,i,i,-1.3
CC1(C)OC(=O)C(=CNc2ccccc2F)C(=O)O1,i,0.1,-0.9,i,i,i,i,i,i,i,-2.1
CC(=O)NCC(=O)OCc1ccc([N+](=O)[O-])cc1,i,-9.7,-0.1,i,i,i,i,i,i,i,-9.9
CC1(C)CC(=O)N(CC(=O)NCc2ccc(F)cc2)c2ccccc2S1(=O)=O,i,-4.3,-0.4,i,i,i,i,i,i,i,0.4
COC(=O)c1ccccc1NC(=O)CCCn1nc(C)c2c(C)n(-c3ccccc3)nc2c1=O,i,-1.9,-0.3,i,i,i,i,i,i,i,4.8
Cc1cccc(C)c1NC(=O)CN1C(=O)C(C)Oc2ccccc21 (stereo not drawn),i,·,-0.9,i,i,i,i,i,i,i,-4.4
O=C(NCc1ccco1)c1c(F)cccc1Cl,i,-0.4,1.1,i,i,i,i,i,i,i,16.4
O=C(NNS(=O)(=O)c1ccc(F)cc1)c1sccc1-n1cccc1,i,5.0,-0.4,i,i,i,i,i,i,i,-1.2
CCn1c2ccccc2c2cc(NC(=O)CN3CCCC3)ccc21,i,-2.2,-0.2,i,i,i,i,i,i,i,-0.8
CCOC(=O)c1c(NC(=O)C(=O)N/N=C/c2ccc(OCC)cc2)sc2c1CCCCC2,i,5.9,0.2,i,i,i,i,i,i,i,-0.4
Cc1cccc(C)c1NC(=O)c1ccc2c(c1)CCN2S(C)(=O)=O,i,-0.4,-0.4,i,i,i,i,i,i,i,2.5
O=S(Cc1ccc(Br)cc1)Cc1nnc(SCc2ccc(Cl)cc2)n1-c1ccccc1 (stereo not drawn),i,16.2,-0.3,i,i,i,i,i,i,i,-1.6

# Structures listed so far printed as active in RGS4 inh.
molecule,RGS4 inh,MrgX1 ag,TRPC4 inh,MrgX1 antag,TRPC6 activator,Platelet DG rel
Cc1c(C#N)c(O)n(CCO)c(=O)c1N=Nc1ccc2c(c1)COC2=O,5.24*,i,i,i,i,7.0

# Further compounds:
SMILES,TRPC6 inh,SKKanGAS inh,HIF act,RGS4 inh,MrgX1 ag,MrgX1 PAM,RGS4 act,TRPC4 inh,MrgX1 antag,TRPC6 activator,Platelet DG rel
O=C(c1cnccn1)N1CCN(C/C=C/c2ccccc2)CC1,i,-11.2,-0.4,i,i,i,i,·,i,i,-11.3
COc1ccc(N2CC(C(=O)Nc3ccc([N+](=O)[O-])cc3Br)CC2=O)cc1 (stereo not drawn),i,3.8,-0.2,i,i,i,i,i,i,i,6.6
N#Cc1ccc(N2CCCC2C(=O)O)c([N+](=O)[O-])c1 (stereo not drawn),i,-9.9,1.3,i,i,i,i,i,i,i,-1.8
CCOC(=O)CNC(=O)CSc1nc2sc(C)c(C)c2c(=O)n1C,i,6.4,0.2,i,i,i,i,i,i,i,9.0
